Screens: PubChem, several laboratories
HePTP inhibitor – inhibitors of human HePTP phosphatase, primary screen, biochemical, absorbance, leukemia target; inhibition, % at 20 µM; Tyrosine-protein phosphatase non-receptor type 7 (Homo sapiens), P35236; AID 521, 2006; 110,000 tested, 0.64% active; recombinant HePTP phosphatase activity, OD absorbance; in the data active = inhibition above about 50%;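 also: plate controls were vehicle for no effect and reference inhibitor for full effect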
Target sequence (P35236 whole entry, looked up): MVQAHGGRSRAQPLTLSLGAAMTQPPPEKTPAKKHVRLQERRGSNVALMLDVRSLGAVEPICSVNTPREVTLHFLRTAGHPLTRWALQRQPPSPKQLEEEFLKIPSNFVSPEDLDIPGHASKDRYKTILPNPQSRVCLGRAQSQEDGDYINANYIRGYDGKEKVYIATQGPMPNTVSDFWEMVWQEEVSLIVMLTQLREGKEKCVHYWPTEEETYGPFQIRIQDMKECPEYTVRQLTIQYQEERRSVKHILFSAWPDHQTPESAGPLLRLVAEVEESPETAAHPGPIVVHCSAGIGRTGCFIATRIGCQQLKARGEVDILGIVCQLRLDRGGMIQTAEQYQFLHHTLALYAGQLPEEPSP
BAP1 block – inhibitors of BAP1 deubiquitinase, primary screen, biochemical, Ub-AMC fluorescence, kinetic; Ubiquitin carboxyl-terminal hydrolase BAP1 (Homo sapiens), Q92560; recombinant BAP1, Ub-AMC hydrolysis fluorescence kinetic; active compounds read low; activity remaining (% of control), % at 20 µM; 72,000 tested, 0.48% active; AID 436, 2006;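 active = activity remaining at or below 50% of control, provided the compound also passes the data quality filters; inactive = the rest, including low values that fail the filters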;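 also: 100% = DMSO wells rate and 0% = substrate alone blank rate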
* marks the source's active call; other numbers are inactive results; . = not tested or not shown; & = joins results of further samples.

The first 7 records as a preview:
SMILES	HePTP inhibitor	BAP1 block
O=C(CCn1c(=S)oc2ccccc21)Nc1ccc2c(c1)OCCO2	.	103
O=C(O)C1C(C(=O)NCCc2ccccc2)C2C=CC1C21CC1 (stereo not given)	3	.
O=C1NC(=S)N/C1=C/c1ccc(O)c(Br)c1	-4	.
Cc1nn2c(-c3ccccc3)nnc2c2ccccc12	12	110
O=C(c1cccc(C(=O)N2CCN(c3cccc(Cl)c3)CC2)c1)N1CCN(c2cccc(Cl)c2)CC1	4	.
Cc1ccccc1NC(=O)c1cccc(S(=O)(=O)NC2CCCCC2)c1	3	.
CCOc1ccc(N(CC(=O)Nc2ccc(OC)c(OC)c2)S(=O)(=O)c2ccc(SC)cc2)cc1	7	.

All compounds of this part, repeating the preview:
SMILES	HePTP inhibitor	BAP1 block
O=C(CCn1c(=S)oc2ccccc21)Nc1ccc2c(c1)OCCO2	.	103
O=C(O)C1C(C(=O)NCCc2ccccc2)C2C=CC1C21CC1 (stereo not given)	3	.
O=C1NC(=S)N/C1=C/c1ccc(O)c(Br)c1	-4	.
Cc1nn2c(-c3ccccc3)nnc2c2ccccc12	12	110
O=C(c1cccc(C(=O)N2CCN(c3cccc(Cl)c3)CC2)c1)N1CCN(c2cccc(Cl)c2)CC1	4	.
Cc1ccccc1NC(=O)c1cccc(S(=O)(=O)NC2CCCCC2)c1	3	.
CCOc1ccc(N(CC(=O)Nc2ccc(OC)c(OC)c2)S(=O)(=O)c2ccc(SC)cc2)cc1	7	.
CC1=C(C(=O)OCC2CCCO2)C(c2ccccc2Cl)NC(=O)N1 (stereo not given)	3	.
CCCS(=O)(=O)N1CCCC(C(=O)NCc2ccco2)C1 (stereo not given)	2	97
O=C(Nc1ccc(O)c(-c2nc3ccccc3s2)c1)C(c1ccccc1)c1ccccc1	-7	.
CCOC(=O)CSc1nnc(CSc2nc3sc4c(c3c(=O)[nH]2)CCC4)n1C	3	86
CC(C)CCN1CC(C(=O)NC(C)C)CC1=O (stereo not given)	-2	101
COc1cc2c(cc1NCc1ccc3c(c1)OCO3)oc1ccccc12	4	.
COC(=O)C1=CN(C(C)C)C=C(C(=O)OC)C1c1cccc(OC)c1	2	.
COc1ccc(CCNS(=O)(=O)c2ccc3ccccc3c2)cc1	-3	.
Cc1ccc(C(=O)CSc2nnnn2-c2ccccc2)c(C)c1	10	.
N#CCCCN1C(=O)C(O)(CC(=O)c2ccc3c(c2)OCCO3)c2ccccc21 (stereo not given)	3	90
COc1cc(C2NC(=O)c3c(sc4c3CCN(C)C4)N2)cc(OC)c1OC (stereo not given)	-17	190
CCS(=O)(=O)N1CCC(C(=O)NCc2cccnc2)CC1	4	113
COc1ccc(C)cc1NC(=O)C(=O)NCCc1ccc(OC)c(OC)c1	-1	.
CCOC(=O)N1CC=C2C(C#N)=C(N)C(C#N)(C#N)[C@H](c3ccc(OCC)c(OCC)c3)[C@H]2C1	10	90
Cc1cc(Oc2ccccc2)nc(SCC(N)=O)n1	2	101
O=c1sc2ccccc2c(N2CCOCC2)c1[N+](=O)[O-]	-7	.
CC(=O)c1cccc(S(=O)(=O)N(Cc2cc3cc4c(cc3[nH]c2=O)OCCO4)CC2CCCO2)c1 (stereo not given)	8	116
O=C(Nc1nccs1)c1cc(S(=O)(=O)N2CCCCC2)ccc1Cl	9	97
The list goes on.
SMILES	HePTP inhibitor	BAP1 block
CNc1nc(Nc2ccccc2C(=O)c2ccccc2)nc(OC(C(F)(F)F)C(F)(F)F)n1	-9	.
CCC(=O)Nc1sc2c(c1C(=O)OC)C(C(=O)OC)CC2 (stereo not given)	.	80
CCn1c(SCc2cccc(C(F)(F)F)c2)nnc1-c1ccco1	1	65
CCC(C)NC(=O)c1cc(-c2ccccc2O)on1 (stereo not given)	-4	88
Cc1nc(Cl)sc1C(=O)O	2	79
Cc1cccc(OCc2nnc(SCC(=O)N(C(C)C)C(C)C)n2Cc2ccco2)c1C	8	86
COCCCNC(=O)C(=O)NCCc1ccc(OC)c(OC)c1	-4	.
CCc1nnc2n1N=C(c1ccc(-c3ccc(Cl)cc3Cl)o1)CS2	9	66
CCOC(=O)c1sc(NC(=O)CSc2nnnn2-c2ccc(C)c(C)c2)nc1C	-3	73
O=C(O)c1cc(-c2cccnc2)nn1-c1ccccn1	5	.
COC(=O)c1ccc2c(c1)N(Cc1ccccc1F)C(=O)c1ccccc1S2=O (stereo not given)	-7	72
CCc1ccc(N2CC(C(=O)NC3=NCCS3)CC2=O)cc1 (stereo not given)	8	103
CCCNC(=O)CSc1nnc(-c2ccco2)n1C	11	93
CCOCCCNC(=O)C1CCN(c2cc(C)nc3c(-c4ccc(OC)c(OC)c4)c(C)nn23)CC1	7	126
Cn1c(SCC(=O)c2ccc(F)cc2)nnc1-c1ccccc1N	10	98
CCOc1ccc2[nH]c(S(=O)(=O)CC)nc2c1Cl	-8	90
CC(=O)c1c(N)[nH]c(-c2ccccc2)nc1=S	13	97
CCCS(=O)(=O)N1CCCC(C(=O)N2CCOCC2)C1 (stereo not given)	3	118
O=C1CC(N2CCN(C3CC(=O)N(CCc4ccccc4)C3=O)CC2)C(=O)N1CCc1ccccc1 (stereo not given)	10&16	97
Cc1ccc(NC(=O)C(C)(C)C)cc1[N+](=O)[O-]	-4	.
O=C(COC(=O)C1(c2ccc(F)cc2)CCCC1)N1CCN(C(=O)c2ccco2)CC1	5	115
COCCNC(=O)CSc1nc2ccccc2c(=O)n1CC1CCCO1 (stereo not given)	-7	105
O=c1[nH][nH]c(=O)c2cc(N3CCCC3)ccc12	4&-9	112
CCN1C(=O)CC(N2CCC(Nc3ccc(OC)cc3)CC2)C1=O (stereo not given)	10	87
COc1cc(C(=O)Nc2nc3ccc4nc(C)sc4c3s2)cc(OC)c1OC	.	74
More records
SMILES	HePTP inhibitor	BAP1 block
COc1ccccc1C(=O)Nc1nnc(-c2ccc(Cl)cc2)o1	4	93
Cc1oc2ccc(O)c(CN(C)C)c2c1C(C)O (stereo not given)	6	.
CCOc1ccc(N(CC(=O)NCc2ccncc2)S(=O)(=O)c2ccccc2)cc1	-6	.
C(=Nc1cccc2ccccc12)c1ccccc1	.	81
O=C1C=C(Nc2ccc(Cl)cc2)C(=O)N1c1ccccc1	-12	.
COc1ccc(NC(=O)N2CCn3c2nc2ccccc23)cc1	-6	119
C=CCOC(=O)C(C#N)c1nc2ccccc2nc1N1CCC(C(=O)OCC)CC1 (stereo not given)	7	68
COC(=O)c1ccc(NC(=O)CN(c2ccc(C)cc2)S(=O)(=O)c2c(C)n[nH]c2C)cc1	8	97
Cn1c(=O)[nH]c(=O)c2c1nc(N1CCCC1)n2CC(O)COc1ccccc1 (stereo not given)	6	93
CC1=C(C(=O)OCc2ccccc2)C(c2ccc([N+](=O)[O-])cc2)C2=C(CC(C)(C)CC2=O)N1 (stereo not given)	-21	.
Cc1c(C(=O)O)c(=S)sn1CCOc1ccccc1	8	112
CCN(CC)CCCNC(=O)c1cccc(OC)c1	-2	.
CCOC(=O)c1ccc(NC(=O)Cn2cccc2)cc1	-1	84
CCOc1ccc(N2C(=O)C3C(C2=O)C2(C)c4ccccc4C3(C)c3ccccc32)cc1 (stereo not given)	3	.
CN=C(NC)SC1CC(=O)N(c2ccccc2)C1=O (stereo not given)	3&-4	104
CCOc1ccc(C(=O)Nc2cc(C(F)(F)F)ccc2Cl)cc1Br	2	.
CCCCOc1ncnc2c1[nH]c1ccc(F)cc12	8	202
COc1ccc2nc3oc(C(=O)N4CCN(c5ccccc5F)CC4)cc3cc2c1	3	.
Cc1sc2ncnc(SCC(=O)O)c2c1C	.	85
O=C(Nc1cccc(C(=O)Nc2ccc(S(=O)(=O)O)c3cc(S(=O)(=O)O)cc(S(=O)(=O)O)c23)c1)Nc1cccc(C(=O)Nc2ccc(S(=O)(=O)O)c3cc(S(=O)(=O)O)cc(S(=O)(=O)O)c23)c1	.	50
CCOC(=O)C(NCc1ccccn1)(NC(=O)c1cccnc1)C(F)(F)F (stereo not given)	4	155
CC1(C)Cc2c(sc3nc4n(c(=N)c23)CCCCC4)CO1	-8	76
Cc1ccc2c3c1C1(C(=O)N3C(C)(C)CC2C)C(C#N)=C(N)Oc2cc(O)ccc21 (stereo not given)	-5	135
O=C(CSc1n[nH]c(-c2ccccc2O)n1)N1CCCc2ccccc21	5	80
COC(=O)c1ccc(CSc2nc3ccccc3s2)cc1	6	.
(cont.)
SMILES	HePTP inhibitor	BAP1 block
Cc1ccc(C2CC(=O)Nc3cc4c(cc32)OCCO4)s1 (stereo not given)	3	75
Cc1nc2ccccn2c(=O)c1N	7	.
O=C(NCc1ccco1)C(c1ccccc1F)N(Cc1cccnc1)C(=O)Cn1nnc2ccccc21 (stereo not given)	0	71
Nc1nnc(SCC(=O)Nc2ccc(F)c(Cl)c2)n1-c1ccccc1	6	166
Cc1ccc(-n2nc3c(c2NC(=O)c2ccccc2Br)CSC3)c(C)c1	.	208
O=C1c2ccccc2C(=O)N1OCc1ccccc1	2	136
CCOC(=O)N1CCN(C(=O)Cn2nc(C)c3sc4ccccc4c3c2=O)CC1	8	90
COc1ccc(OC)c(NC(=O)c2ccc(I)cc2)c1	2	.
CC1CN(C(=O)c2ccccc2C(=O)c2ncc[nH]2)CC(C)O1 (stereo not given)	4&-3	.
Nc1nc2n(n1)C(c1ccco1)CC(c1ccc(Cl)cc1)N2 (stereo not given)	-12	99
O=C(NC1CCCCC1)N1CCN(C2CCCCC2)CC1	-11	122
CN(c1ccccc1C(=O)Nc1ccc2c(c1)OCO2)S(C)(=O)=O	4	.
COC(=O)[C@H](C)NC(=O)NC1CCCc2ccccc21 (stereo not given in full)	-3	92
COc1cc(C(=O)NCCc2cccc(Cl)c2)cc(OC)c1OC	-2	.
CCCOc1ccc(N2C(=O)CC(N3CCN(C(=O)c4ccco4)CC3)C2=O)cc1 (stereo not given)	10	98
COc1ccc(C2NC(=S)NC(C)=C2C(=O)Nc2ccc(Cl)cc2)cc1OC (stereo not given)	-3	58
CCOC(=O)C1=C(C)N=c2s/c(=C\c3ccc(OCC(=O)O)cc3)c(=O)n2C1c1ccccc1 (stereo not given)	-12	.
Cc1cc(C)n(-c2cc(Oc3ccccc3)nc(-c3ccccc3)n2)n1	0	.
O=C1Nc2c(c3ccccc3oc2=O)Nc2ccccc21	-10	.
COc1ccc(Cl)cc1NC(=O)CN(Cc1ccccc1)S(=O)(=O)c1ccccc1	-3	.
c1cncc(-c2nc(N3CCCCCC3)c3ccccc3n2)c1	3	79
COc1ccc2oc3ccc(OC)cc3c(=O)c2c1	0	.
N/C(=N\OC(=O)c1ccc(F)cc1)c1ccc(Cl)cc1	-4	.
Cc1ccc(S(=O)(=O)N2CCN(C(=O)CCC(=O)OCC(=O)Nc3cccc(C#N)c3)CC2)cc1	-8	122
CC1Cc2ccccc2N1C(=O)CN1CCc2ccccc2C1 (stereo not given)	2	.

Retrieved by structure from the entries so far (4):
SMILES	HePTP inhibitor	BAP1 block
CN(c1ccccc1C(=O)Nc1ccc2c(c1)OCO2)S(C)(=O)=O	4	.
COc1ccc(C2NC(=S)NC(C)=C2C(=O)Nc2ccc(Cl)cc2)cc1OC (stereo not given)	-3	58
Cc1ccc(-n2nc3c(c2NC(=O)c2ccccc2Br)CSC3)c(C)c1	.	208
Nc1nc2n(n1)C(c1ccco1)CC(c1ccc(Cl)cc1)N2 (stereo not given)	-12	99

The listing continues:
SMILES	HePTP inhibitor	BAP1 block
CCOc1cccc2c1NC(C)(C)C(=S)C2=C1SC(C(=O)OC)=C(C(=O)OC)S1	17	.
O=C(c1ccccc1)N1CCCC2CCCCC21 (stereo not given)	3	.
CCCCN(CC)CCCNC(=O)c1cc2c(=O)n(C)c3ccccc3c2n1C	10	102
O=C(Nc1ccc(S(=O)(=O)Nc2ncccn2)cc1)C1COc2ccccc2O1 (stereo not given)	-14	.
O=C1CCCC2=C1C1(CCCCC1)N=C(Nc1nc3ccccc3s1)N2	8	.
Cc1ccccc1-n1nc(C)c2cc(C(=O)N3CCOCC3)sc21	6	99
CCc1cc2c(N3CCN(Cc4ccc(Cl)cc4Cl)CC3)ncnc2s1	-2	.
O=C(COc1ccccc1)N1CCCCC1	-4	.
CCOC(=O)c1cnc2cc(-c3ccc(Br)cc3)nn2c1N	6	.
COc1cc(C2c3sc(=O)[nH]c3SC3C4CCC(C4)C23)ccc1O (stereo not given)	-5	77
CCOC(=O)C1=C(c2ccccc2)NC(=S)NC1c1ccc(C)cc1 (stereo not given)	.	108
CCc1ccc(OCC(=O)Nc2c(C)ccc3nsnc23)cc1	5	.
O=C(NCC(=O)N(Cc1ccco1)C(C(=O)NC1CCCCC1)c1cccnc1)c1ccco1 (stereo not given)	9	94
COc1ccc(OCC(O)CN2CCCCC2)cc1 (stereo not given)	1	80
CCOCCOC(=O)c1[nH]c2c(c1C)C(=O)CC(c1ccc(N(C)C)cc1)C2 (stereo not given)	2	93
